From PubChem BioAssay
A549 tox: Nrf2 qHTS screen for inhibitors: counterscreen for cytotoxicity; A549 ARE-Fluc cells, CellTiter-Fluor viability, 18-24 h; Potency, µM (titrated, usually from 46 µM), for inactives: at the top dose activity change, negative = cytotoxicity, usual class: inhibitors; 0.16% of 390,000 active; AID 504648, 2011; note: potency is the fitted concentration of half-maximal effect; % is set by controls: 0 for no effect and ±100 for the full control effect
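Cytotoxicity counterscreen: CellTiter-Fluor fluorescence was measured in A549 ARE_Fluc cells after 18-24 h of compound exposure in a concentration series. The subsequent BugLite luminescent read reports ARE-luciferase activity.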
Nrf2 inh: Nrf2 qHTS screen for inhibitors | Potency, µM (highest dose often 46 µM), for inactives: top-dose activity change, negative = inhibition, hits mostly inhibitors | 2.1% of 360,000 active | A549 ARE-Fluc reporter, luciferase luminescence, 18-24 h; note: potency is the fitted concentration of half-maximal effect; % is set by controls: 0 for no effect and ±100 for the full control effect; nearly all actives have a fitted effect of over 60% in size
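Concentration-response testing used A549 ARE_Fluc cells at 5000 cells/well. Following an 18-24 h compound incubation, viability was read by fluorescence (Ex 405/Em 525) and luciferase output by luminescence.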
ATXN viability: Viability Counterscreen for Primary qHTS for Inhibitors of ATXN expression; S2 cells (HEK-293 line with an ATXN2-luciferase reporter) viability, CellTiter-Fluor protease fluorescence, 24 h; Potency, µM (highest dose often 56.7 µM), actives largely listed as cytotoxic; 0.49% of 400,000 active; AID 651635, 2014; note: potency is the fitted concentration of half-maximal effect; nearly all actives have a fitted effect of over 40% in size
CCT chaperon mod: High-Throughput Screening for Modulators of Cytosolic Chaperonin Activity; purified chaperonin ATPase assay, HTRF ADP detection, 30 min; activity change, % (no concentration beside the values), hits read low; 0.3% of 360,000 active; AID 651819, 2012; in the data active = activity change below about -30%; note: % is set by controls: 0 for no effect and ±100 for the full control effect
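First, chaperonin was dispensed at 40 nM or 20 nM final depending on batch activity. Next, compounds were pinned at 76 uM and ATP added at 10 uM. After 30 min at 37 °C, ADP detection reagents ran 30 min at ambient temperature.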
HepG2 tox: qHTS for Inhibitors of TGF-b: Cytotox Counterscreen; 0.76% of 410,000 active; Potency, µM (series often up to 46.1 µM), for the others: at the highest dose activity change, negative = cytotoxicity, hits mostly cytotoxic; HepG2 CAGA-GFP viability, ATP luminescence, 18 h; note: potency is the fitted concentration of half-maximal effect; some results filed as inactive show a strong effect at the top dose
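HepG2 CAGA-GFP cells (1000/well, DMEM with 1% FBS) received compound, then TGF-beta at 500 pg/mL final, and were incubated 18 hours at 37 degrees C. Viability was read by CellTiter-Glo luminescence. Media-only wells were set as complete cell-killing and DMSO as no toxicity.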
Mm-Cpn inhibitor: Inhibitors of TCP-1 ring complex (TRiC) of Methanococcus maripaludis (MmCpn): qHTS. Chaperonin Mm-Cpn (Methanococcus maripaludis). purified Mm-Cpn ATPase, ADP Transcreener TR-FRET. Potency, µM (doses to about 76.9 µM), inactives show top-dose activity, negative = inhibition, usual class: inhibitors. 0.031% of 330,000 active. AID 504842, 2011; note: potency is the fitted concentration of half-maximal effect; % is set by controls: 0 for no effect and ±100 for the full control effect; nearly all actives have a fitted effect of over 80% in size
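Purified archaeal Mm-CPN (25nM final) preincubated 10 min at 37degC with compound, then 10uM ATP for 30 min at 37degC; ADP measured by HTRF Transcreener TR-FRET; buffer 30 mM TRIS pH 7.4, 100mM KCl, 5mM MgCl2, 1mM DTT.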
Nrf2 ARE act: qHTS of Nrf2 Activators; AREc32 ARE-luciferase reporter (MCF7-derived line), luminescence, 24 h; Potency, µM (doses to about 46.1 µM), for inactives: at the highest dose activation, most hits filed as activators; 0.31% of 410,000 active; note: potency is the fitted concentration of half-maximal effect; % of control where 0% means no effect; nearly all actives have a fitted effect of over 65% in size
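Steps: seed AREc32_Fluc cells (1000/well, 5% FBS OPTI-MEM); incubate overnight at 37 deg C; add 23 nL compound; incubate 24 hr; add Steady-Glo; hold 30 min RT; read luminescence.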
pAkt inh: HTS Assay for Inhibitors of Akt Phophorylation: Primary Screen. Neuro2A IGF-stimulated pAkt S473 HTRF, 20 min; stronger effect = lower value. activity change, % for hits at 50 µM. 0.32% of 360,000 active. AID 651550, 2012; in the data active = activity change below about -80%; inconclusive = mostly about -51% to -80%; note: % is set by controls: 0 for no effect and ±100 for the full control effect
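Neuro2A cells (4,500/well, DMEM with 0.5% FBS) were treated with compound at a single 50 µM final concentration, stimulated with 6 nM IGF for 20 min at 37 °C, and lysed. Phospho-Akt Ser473 was read by HTRF as 665/615 ratio ×10^4.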
TGFb inhibitor: qHTS for Inhibitors of TGF-b | 1.2% of 410,000 active | HepG2 CAGA-GFP TGF-b/SMAD3 reporter, GFP fluorescence, 18 h; TGF-beta stimulated, 500 pg/mL final | Potency, µM (titrated, usually from 46.1 µM), without a hit: top-dose activity, negative = inhibition, most hits filed as inhibitors; note: potency is the fitted concentration of half-maximal effect; % is set by controls: 0 for no effect and ±100 for the full control effect; nearly all actives have a fitted effect of over 65% in size
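Inhibition was scored as loss of TGF-beta-induced (500 pg/mL final, 18 hours, 37 degrees C) GFP in HEPG2 cells carrying a CAGA-GFP reporter, in DMEM with 1% FBS. Well GFP was summed per cell; Activity was normalised to unstimulated and stimulated DMSO wells, then concentration-response fitting.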
An asterisk follows results filed as active; [ ] = dose if it differs, or a comment. Unless noted, calls come from the whole dose curve; as a rule, active = well fitted curve in the direction sought with a large enough effect; inconclusive = small, poorly fitted or top-dose-only effect, or another doubt; inactive = no such curve, though single readings can be large; an effect the other way counts as inactive or inconclusive.

`CCN(CC)S(=O)(=O)c1ccc(OC)c(NC(=O)C(C)Oc2ccc3c(C)cc(=O)oc3c2)c1` (stereo not drawn) gave A549 tox -15%, Nrf2 inh inconclusive, ATXN viability inactive, CCT chaperon mod -31*, HepG2 tox -21%, Mm-Cpn inhibitor -22%, Nrf2 ARE act -0.2%, pAkt inh inactive and TGFb inhibitor -17%.
CCN(CC)S(=O)(=O)c1ccc(N2CCN(S(=O)(=O)c3ccccc3)CC2)nc1 was read as A549 tox 3%, Nrf2 inh -12%, ATXN viability inactive, CCT chaperon mod -1.6, HepG2 tox -18%, Mm-Cpn inhibitor 1%, Nrf2 ARE act -0.1%, pAkt inh inactive and TGFb inhibitor -10%.
`Cn1cnc([N+](=O)[O-])c1NCc1ccccc1` gave A549 tox -8%, Nrf2 inh 20%, ATXN viability inactive, CCT chaperon mod 1.3, HepG2 tox -22%, Mm-Cpn inhibitor 1%, Nrf2 ARE act -0.2%, pAkt inh inactive and TGFb inhibitor -10%.
Cc1nonc1OC(C)CNCCNc1ccc([N+](=O)[O-])cc1 (stereo not drawn) was read as A549 tox -8%, Nrf2 inh 7%, ATXN viability inactive, CCT chaperon mod -3.3, HepG2 tox -1%, Mm-Cpn inhibitor -5%, Nrf2 ARE act 2.2%, pAkt inh inactive and TGFb inhibitor -2%.
For O=C(Cn1cc2c(n1)CCCC2)Nc1ccccc1Br the results were A549 tox 5%, Nrf2 inh -29%, ATXN viability inactive, CCT chaperon mod -1.0, HepG2 tox -6%, Mm-Cpn inhibitor 1%, Nrf2 ARE act 2.3%, pAkt inh inactive and TGFb inhibitor 0%.
`CCCNc1nc2c(c(=O)n(C)c(=O)n2C)n1CC(O)COc1ccccc1` (stereo not drawn) gave A549 tox 2%, Nrf2 inh 8%, ATXN viability inactive, HepG2 tox -26%, Nrf2 ARE act -1.0% and TGFb inhibitor -2%.
CCOc1ccccc1NC(=O)CSc1n[nH]c(=O)n1-c1ccccc1 was read as A549 tox 2%, Nrf2 inh inconclusive, ATXN viability inactive, CCT chaperon mod -0.2, HepG2 tox -6%, Nrf2 ARE act -0.2%, pAkt inh inactive and TGFb inhibitor 5%.
`CCn1cc(/C=C/C(=O)Nc2c(C)nn(Cc3ccccc3)c2C)cn1` gave A549 tox -1%, Nrf2 inh -17%, ATXN viability inconclusive, CCT chaperon mod -1.2, HepG2 tox 13%, Mm-Cpn inhibitor 1%, Nrf2 ARE act 1.8%, pAkt inh inactive and TGFb inhibitor -15%.
`CCOCCCNC(=O)Cc1c(C(=O)O)[nH]c2ccc(Cl)cc12` gave A549 tox -2%, Nrf2 inh -8%, ATXN viability inactive, CCT chaperon mod 0.1, HepG2 tox -5%, Mm-Cpn inhibitor -3%, Nrf2 ARE act -0.6%, pAkt inh inactive and TGFb inhibitor -5%.
Screening Cc1cc2c(NC(=O)Nc3ccccc3)cccc2nn1 returned A549 tox -2%, Nrf2 inh -2%, ATXN viability inactive, CCT chaperon mod -0.4, HepG2 tox -27%, Mm-Cpn inhibitor 0%, Nrf2 ARE act 19%, pAkt inh inactive and TGFb inhibitor 5%.
Screening O=C(Nc1ccccc1F)c1nc(SCc2ccc(F)cc2)ncc1Cl returned A549 tox 4%, Nrf2 inh -15%, HepG2 tox -17%, Nrf2 ARE act 0.8% and TGFb inhibitor -4%.
For COc1ccc(C(=O)NCc2ccc3c(c2)OCO3)cc1S(=O)(=O)N1CCCC1 the results were A549 tox -8%, Nrf2 inh -11%, ATXN viability inactive, CCT chaperon mod -6.1, HepG2 tox 8%, Mm-Cpn inhibitor -1%, Nrf2 ARE act 0.2%, pAkt inh inactive and TGFb inhibitor 2%.
COc1ccc([N+](=O)[O-])cc1NC(=O)CC(c1ccccc1)c1ccccc1 was read as A549 tox -1%, Nrf2 inh -8%, CCT chaperon mod -1.9, HepG2 tox -27%, Mm-Cpn inhibitor -7%, Nrf2 ARE act inconclusive, pAkt inh inactive and TGFb inhibitor -24%.
Screening COc1ccccc1NC(=O)CSc1nc(O)cc(=O)n1C returned A549 tox 15%, ATXN viability inactive, CCT chaperon mod -2.0, HepG2 tox 3%, Mm-Cpn inhibitor -2%, Nrf2 ARE act -0.4%, pAkt inh inactive and TGFb inhibitor -1%.
`Cc1cccc(C)c1NC(=O)CSc1nnnn1-c1ccc(C(=O)O)cc1` gave A549 tox -6%, Nrf2 inh 6%, ATXN viability inactive, CCT chaperon mod 0.7, HepG2 tox 1%, Mm-Cpn inhibitor -3%, Nrf2 ARE act 0.1%, pAkt inh inactive and TGFb inhibitor -17%.

Next part, starting with the last 2 of the part before.
Screening COc1ccccc1NC(=O)CSc1nc(O)cc(=O)n1C returned A549 tox 15%, ATXN viability inactive, CCT chaperon mod -2.0, HepG2 tox 3%, Mm-Cpn inhibitor -2%, Nrf2 ARE act -0.4%, pAkt inh inactive and TGFb inhibitor -1%.
`Cc1cccc(C)c1NC(=O)CSc1nnnn1-c1ccc(C(=O)O)cc1` gave A549 tox -6%, Nrf2 inh 6%, ATXN viability inactive, CCT chaperon mod 0.7, HepG2 tox 1%, Mm-Cpn inhibitor -3%, Nrf2 ARE act 0.1%, pAkt inh inactive and TGFb inhibitor -17%.
For CCc1ccccc1NC(=O)Cn1nnc(C(=O)NCc2ccco2)c1N the results were A549 tox -8%, Nrf2 inh 8%, ATXN viability inconclusive, HepG2 tox -7%, Nrf2 ARE act -0.5% and TGFb inhibitor -7%.
For COc1cccc(N2CCN(C(=O)C3CCC(=O)N(C4CCCCCC4)C3)CC2)c1 (stereo not drawn) the results were A549 tox 7%, Nrf2 inh inconclusive, ATXN viability inactive, CCT chaperon mod -4.0, HepG2 tox 8%, Mm-Cpn inhibitor -1%, Nrf2 ARE act 4.2%, pAkt inh inactive and TGFb inhibitor -28%.
Screening O=Nc1c(-c2ccccc2)[nH]n(-c2ccccc2)c1=O returned A549 tox -2%, Nrf2 inh 12%, ATXN viability inactive, CCT chaperon mod 0.3, HepG2 tox -25%, Mm-Cpn inhibitor -2%, Nrf2 ARE act -0.1%, pAkt inh inactive and TGFb inhibitor -19%.
For C[C@@H]1CN([C@H](C)CO)C(=O)CCCn2nncc2CO[C@H]1CN(C)S(=O)(=O)c1ccc(Oc2ccccc2)nc1 the results were ATXN viability inactive, CCT chaperon mod 1.0, HepG2 tox -34%, Nrf2 ARE act -0.1%, pAkt inh inactive and TGFb inhibitor -32%.
COCCNC(=O)CN1C(=O)NC2(CCCc3cc(OC)ccc32)C1=O (stereo not drawn) was read as A549 tox -4%, Nrf2 inh 5%, ATXN viability inactive, CCT chaperon mod -36*, HepG2 tox 5%, Mm-Cpn inhibitor -2%, Nrf2 ARE act 0.1%, pAkt inh inactive and TGFb inhibitor -1%.
`COc1ccc(-c2cc3ccc(F)cc3cn2)cc1` gave A549 tox -1%, Nrf2 inh inconclusive, ATXN viability inactive, CCT chaperon mod 1.8, HepG2 tox 3%, Mm-Cpn inhibitor -3%, Nrf2 ARE act 10.0%, pAkt inh inactive and TGFb inhibitor -3%.
`Cc1cc(=O)oc2cc(OCC(=O)Nc3ccc4[nH]c(=O)[nH]c4c3)ccc12` gave A549 tox -1%, Nrf2 inh 13%, ATXN viability inconclusive, CCT chaperon mod 0.2, HepG2 tox 10%, Mm-Cpn inhibitor -3%, Nrf2 ARE act -0.5%, pAkt inh inactive and TGFb inhibitor 6%.
For O=C(CCCc1ccccn1)c1ccccc1 the results were A549 tox -2%, Nrf2 inh inconclusive, ATXN viability inactive, CCT chaperon mod -2.3, HepG2 tox -3%, Nrf2 ARE act -2.4%, pAkt inh inactive and TGFb inhibitor 1%.
Screening Cc1ccc(/C=C/C(=O)OCC(=O)Nc2ccc3[nH]c(=O)[nH]c3c2)o1 returned A549 tox -3%, Nrf2 inh -2%, ATXN viability inconclusive, CCT chaperon mod 2.5, HepG2 tox -16%, Mm-Cpn inhibitor 0%, Nrf2 ARE act inconclusive, pAkt inh inactive and TGFb inhibitor -14%.
CCC1(COC(NC(=O)c2cccnc2)(C(F)(F)F)C(F)(F)F)COC1 was read as A549 tox -4%, Nrf2 inh -9%, ATXN viability inactive, CCT chaperon mod -1.2, HepG2 tox 4%, Mm-Cpn inhibitor -11%, Nrf2 ARE act 0.3%, pAkt inh inactive and TGFb inhibitor 4%.
For Cc1nn(C)cc1/C=C/C(=O)c1ccc(O)cc1 the results were A549 tox -23%, Nrf2 inh 0%, ATXN viability inactive, CCT chaperon mod 1.7, HepG2 tox -20%, Mm-Cpn inhibitor 2%, Nrf2 ARE act 2.4%[9.22 µM], pAkt inh inactive and TGFb inhibitor -6%.
`Cc1ccc(CSc2nnc(CCCCCNC(=O)OC(C)(C)C)o2)cc1` gave A549 tox -2%, Nrf2 inh inconclusive, ATXN viability inactive, CCT chaperon mod -1.2, HepG2 tox -62%, Mm-Cpn inhibitor 1%, Nrf2 ARE act 0.5%, pAkt inh inactive and TGFb inhibitor -21%.
Screening O=C(NNC(=O)C1[C@H]2CCCC[C@@H]12)Nc1cccc2ccccc12 (stereo partly drawn) returned A549 tox -6%, Nrf2 inh inconclusive, ATXN viability inconclusive, CCT chaperon mod 1.0, HepG2 tox -39%, Mm-Cpn inhibitor inconclusive, Nrf2 ARE act -0.7%, pAkt inh inactive and TGFb inhibitor 0%.
For COc1cc2c(cc1NC(=O)COC(=O)CNC(=O)c1ccccc1)oc1ccccc12 the results were A549 tox 2%, Nrf2 inh inconclusive, ATXN viability inactive, CCT chaperon mod -2.6, HepG2 tox -31%, Mm-Cpn inhibitor 3%, Nrf2 ARE act 6.9%, pAkt inh inactive and TGFb inhibitor -17%.

Not a hit list, and some 4.4% of all compounds hit somewhere here.
